Tn6 DDE FP – DD(E)-Tn6 binding inhibition, primary FP screen; Fibrin DD(E) TRITC-Tn6 fluorescence polarization displacement; inhibition, % at 8.3 µM; actives 0.21% (n = 370,000); AID 720509;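 active = inhibition above a per-campaign cutoff: mean of compounds within control limits plus 3 SD, cut at about 15% in these data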;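 also: 0% = median of all compound wells on the plate and 100% = blocking peptide control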
PRMT1 inh – blocks human protein arginine methyltransferase 1; Q99873; recombinant PRMT1, activity-based probe fluorescence polarization; inhibition, % at 2.79 µM; actives 1.3% (n = 370,000);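 active = inhibition above about 21% made by adding two undisclosed values, limit read from the data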
Target sequence (Q99873 whole entry, looked up): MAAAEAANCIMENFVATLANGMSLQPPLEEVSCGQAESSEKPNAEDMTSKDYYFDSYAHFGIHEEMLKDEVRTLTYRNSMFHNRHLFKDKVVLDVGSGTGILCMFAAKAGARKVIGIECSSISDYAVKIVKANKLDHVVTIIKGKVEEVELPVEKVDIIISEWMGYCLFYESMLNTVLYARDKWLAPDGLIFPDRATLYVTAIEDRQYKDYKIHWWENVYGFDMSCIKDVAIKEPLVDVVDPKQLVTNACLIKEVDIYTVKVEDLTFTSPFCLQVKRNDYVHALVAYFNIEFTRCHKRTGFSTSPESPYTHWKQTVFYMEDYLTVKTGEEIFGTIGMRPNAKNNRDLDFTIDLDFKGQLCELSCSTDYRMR
TCR CD3 inh – blocks the human TCR-CD3 interaction; TAMRA-labeled TCR probe fluorescence, biochemical; inhibition, % at 9.4 µM; actives 0.37% (n = 360,000); AID 651800; in the data active = inhibition above about 19%;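 also: recombinant mutant TCR 2C K166C tagged with TAMRA read by polarization; 0% = receptor in buffer alone and 100% = receptor with positive control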
TDP2 inh – blocks human TDP2 phosphodiesterase activity. recombinant TDP2, T5PNP hydrolysis, p-nitrophenol absorbance 415 nm. inhibition, % at 12.8 µM. actives 0.34% (n = 370,000). AID 720702;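 active = inhibition above the mean of all tested compounds plus 3 SD, set per campaign, cut at about 25% in these data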;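 also: 0% = DMSO with enzyme and 100% = buffer with substrate but no TDP2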
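Incubation: 2 h at 37 °C; Test system: recombinant human TDP2; Quantity: enzyme 120 nM; Read-out basis: percent inhibition; Medium: 50 mM Tris-HCl pH 7.5 with Mg2+, KCl, DTT, BSA; Repeats: single replicate; Compound: 12.8 µM single point, 1% DMSO; Signal: epi absorbance; Reagent: 5 mM T5PNP chromogenic substrate; Benchmarks: no-enzyme high, DMSO-plus-enzyme low.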
SIAE primary – human SIAE inhibition, primary screen. Q9HAT2. SIAE FP-Rh probe binding, fluorescence polarization. inhibition, % at 9.66 µM. actives 0.69% (n = 370,000);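 active = inhibition above a cutoff: mean of compounds within the control limits plus 3 SD of those, cut at about 17% in these data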;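 also: 0% = plate median of compound wells and 100% = probe without SIAE protein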
KLK7 zymogen act – activators of human kallikrein-7 zymogen. activation, % at 7 µM. P49862. actives 0.9% (n = 370,000). purified proKLK7, EDANS-DABCYL substrate fluorescence; 100% is mature enzyme control, 0% vehicle;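 active = activation above the mean of all tested compounds plus 3 SD, computed per campaign excluding outliers beyond control limits, cut at about 13% in these data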
Target sequence (P49862 whole entry, looked up): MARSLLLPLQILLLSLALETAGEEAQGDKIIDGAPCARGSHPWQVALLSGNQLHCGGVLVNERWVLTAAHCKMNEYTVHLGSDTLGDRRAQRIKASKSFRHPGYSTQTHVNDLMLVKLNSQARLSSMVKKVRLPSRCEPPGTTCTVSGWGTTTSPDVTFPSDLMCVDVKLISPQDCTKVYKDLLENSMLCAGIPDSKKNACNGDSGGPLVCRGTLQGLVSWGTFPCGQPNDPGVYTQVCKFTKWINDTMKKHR
MBD2 inh – blocks human MBD2 binding to methylated DNA. Q9UBB5. TR-FRET, MBD2 binding to methylated oligonucleotide. inhibition, % at 4.4 µM. actives 0.31% (n = 370,000). AID 686964; in the data active = inhibition above about 13%
Target sequence (Q9UBB5 whole entry, looked up): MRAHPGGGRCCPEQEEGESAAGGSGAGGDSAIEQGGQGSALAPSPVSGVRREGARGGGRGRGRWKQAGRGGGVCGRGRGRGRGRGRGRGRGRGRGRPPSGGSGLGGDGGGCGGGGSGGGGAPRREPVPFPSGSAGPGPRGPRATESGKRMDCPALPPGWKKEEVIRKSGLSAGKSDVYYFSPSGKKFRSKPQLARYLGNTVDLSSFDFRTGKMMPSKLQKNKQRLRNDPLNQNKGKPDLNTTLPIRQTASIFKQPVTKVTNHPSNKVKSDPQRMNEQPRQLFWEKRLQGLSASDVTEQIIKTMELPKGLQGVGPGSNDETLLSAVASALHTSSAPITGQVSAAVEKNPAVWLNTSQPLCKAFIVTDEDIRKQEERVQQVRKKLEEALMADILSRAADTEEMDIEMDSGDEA
UHRF1 binding – UHRF1 methyl-DNA binding inhibition; Q96T88; UHRF1 binding to methylated oligo, TR-FRET; inhibition, % at 4.4 µM; actives 0.75% (n = 370,000); AID 687016; in the data active = inhibition above about 21%;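 also: UHRF1 SRA domain binding a hemimethylated CpG hairpin DNA probe; 0% = median of test compound wells and 100% = reference inhibitor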
LEDGF integ inh – blocks HIV-1 LEDGF/p75-dependent DNA integration; AID 743269; inhibition, % at 3.7 µM; TR-FRET IN-LEDGF/p75 DNA integration, Eu/Cy5; actives 0.64% (n = 370,000);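 active = inhibition above the screen-wide mean plus 3 SD, cut at about 13% in these data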;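 also: signal is the Cy5 over europium emission ratio at 671 and 618 nm; 0% = plate median of compound wells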
Tn7 DDE FP – inhibitors of Tn7 peptide binding to human fibrin DD(E). P02675. FP displacement of FITC-Tn7 peptide from fibrin DD(E); 0% = median of compound wells per plate. inhibition, % at 8.3 µM. actives 0.13% (n = 370,000);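 active = inhibition above the mean of compounds falling within the control limits plus 3 SD of them, cut at about 14% in these data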;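 also: 0% = plate median of compound wells and 100% = 10 µM Aha-Tn7 peptide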
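Assay system: Human clot-derived fibrin DD(E) complex | Buffer or medium: Tris/NaCl/CaCl2 buffer, pH 7.8 | Repeats: One replicate per compound | Benchmarks: Aha-Tn7 high control | Measure: % inhibition scaled between sample-field median and high-control FP | Schedule: 10 min plus 3 h, room temperature | Signal: Fluorescence polarization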
Starred values were filed as active, the others as inactive.

PRMT1 inh	TCR CD3 inh	LEDGF integ inh	MBD2 inh	TDP2 inh	Tn6 DDE FP	Tn7 DDE FP	SIAE primary	UHRF1 binding	KLK7 zymogen act	SMILES
-3	5	2	1	-2	1	10	5	-1	-3.2	CCN(Cc1cc(=O)n2ccsc2n1)Cc1nc2ccccc2c(=O)[nH]1
2	0	-5	3	-6	-1	-3	8	-1	0.0	C/C(CC(=O)Nc1ccc2c(c1)OCCO2)=N\NC(=O)Cc1ccc(Cl)cc1
-1	-6	-2	6	-2	-1	4	5	4	0.1	COc1ccc2cc(C(=O)NCc3ccccc3)c(=O)oc2c1
-4	9	6	-2	-5	-2	2	-11	0	0.8	COc1ccccc1C(=O)N1CCN(CCNC(=O)C(=O)Nc2ccc(Br)c(C)c2)CC1
0	-3	-1	5	2	-4	1	1	3	0.5	CCN(CC)S(=O)(=O)c1ccc(OC)c(-n2cnnn2)c1
-6	-3	-4	-1	0	2	-5	0	0	0.5	O=C(CCn1ccc([N+](=O)[O-])n1)Nc1nccs1
-3	-3	1	-6	-14	3	2	-4	2	0.1	NS(=O)(=O)c1ccc(NC(=O)N[C@@H](Cc2ccccc2)C(=O)O)cc1
2	-1	-1	1	5	1	-10	6	3	0.3	COc1cc(CN2CCN(Cc3ccc(SC)cc3)CC2)cc(OC)c1O
0	4	-2	5	5	-6	0	7	8	0.6	Cc1cc(NC(=O)Nc2cccc(C(F)(F)F)c2)n(C)n1
-1	-4	-1	0	4	3	-3	-1	-3	-0.2	COc1ccc2c(c1OC)C(=O)N(c1cccc(C)c1)C2
6	-7	4	7	-6	1	1	-5	6	-0.3	CC(C)c1ccc(NC(=O)NC2CC3CCC(C2)N3Cc2cccs2)cc1 (stereo not drawn)
0	-2	7	1	-7	0	-2	-6	2	-0.4	Cc1cc(=O)[nH]c(SCC(=O)NCC2CCCCC2)c1C#N
-3	0	-1	-1	3	4	-3	3	0	0.0	Cc1ccc(C(=O)OCC(=O)NCc2cccs2)c(C)c1
-1	9	0	-5	-2	-10	-7	2	1	0.1	COc1cc(CC(=O)O)c(C(C)=O)cc1OC
3	5	3	-2	-2	-2	-1	-1	0	-0.2	COc1ccc(/C(C)=C2/SC(=S)N(CCC(=O)O)C2=O)cc1
5	-5	-6	4	-18	-1	4	-7	8	-0.2	CCN(CC)S(=O)(=O)c1ccc(C)c(NC(=O)COc2ccc3c(C)cc(=O)oc3c2)c1

Laid out differently: results already given.
| mol | PRMT1 inh | TCR CD3 inh | LEDGF integ inh | MBD2 inh | TDP2 inh | Tn6 DDE FP | Tn7 DDE FP | SIAE primary | UHRF1 binding | KLK7 zymogen act |
| --- | --- | --- | --- | --- | --- | --- | --- | --- | --- | --- |
| Cc1cc(NC(=O)Nc2cccc(C(F)(F)F)c2)n(C)n1 | 0 | 4 | -2 | 5 | 5 | -6 | 0 | 7 | 8 | 0.6 |
| COc1ccc(/C(C)=C2/SC(=S)N(CCC(=O)O)C2=O)cc1 | 3 | 5 | 3 | -2 | -2 | -2 | -1 | -1 | 0 | -0.2 |
| Cc1cc(=O)[nH]c(SCC(=O)NCC2CCCCC2)c1C#N | 0 | -2 | 7 | 1 | -7 | 0 | -2 | -6 | 2 | -0.4 |
| CCN(CC)S(=O)(=O)c1ccc(C)c(NC(=O)COc2ccc3c(C)cc(=O)oc3c2)c1 | 5 | -5 | -6 | 4 | -18 | -1 | 4 | -7 | 8 | -0.2 |
| COc1cc(CC(=O)O)c(C(C)=O)cc1OC | -1 | 9 | 0 | -5 | -2 | -10 | -7 | 2 | 1 | 0.1 |

(continued)
PRMT1 inh	TCR CD3 inh	LEDGF integ inh	MBD2 inh	TDP2 inh	Tn6 DDE FP	Tn7 DDE FP	SIAE primary	UHRF1 binding	KLK7 zymogen act	SMILES
-1	3	4	6	-2	-2	-7	4	4	1.0	O=C1NC[C@H](Cc2ccc(O)cc2)N(C[C@@H]2CCCN2C[C@H](Cc2ccc(O)cc2)N2C[C@H](Cc3ccccc3)N(CC3CCCCC3)C(=O)C2=O)C1=O
0	9	2	-6	-12	-5	-2	4	-1	-0.2	COC(=O)c1ccc2c(=O)n(CCN3CCOCC3)c(SCC(=O)Nc3ccc(OC)cc3OC)nc2c1
-4	-5	0	1	1	-7	1	-3	-2	-0.1	Cn1c(=O)oc2cc(S(=O)(=O)NCC3CCCO3)ccc21 (stereo not drawn)
-1	-2	-2	1	-1	-2	-3	2	1	-1.7	COc1ccc(/C=C/C(=O)C2CC2)cc1COc1c(C)cccc1C
-2	-5	-2	1	9	-6	-3	1	0	0.4	Cc1[nH]n2cnnc2c(=O)c1Br
6	-4	-1	0	7	-3	-3	-1	0	0.2	COc1ccc(-c2cc(C(=O)N3CCN(c4ccccc4)CC3)no2)cc1OC
137*	42*	5	36*	29*	31*	-8	29*	-6	105*	CN(C)C(=O)c1cccc(-c2cnc3c(NC=O)cc(-c4ccccc4N(C)C)cn23)c1
-1	6	-2	-1	-7	-2	-3	-5	-3	0.4	O=C(CCCc1ccccc1)Nc1ccc2c(c1)OCCO2
0	12	2	-1	-3	5	-2	11	-1	-0.4	COc1c([N+](=O)[O-])c(=O)n(-c2ccccc2)c2ccccc12
4	1	-5	6	-3	4	-1	-3	11	0.2	Cn1c(CN2CCOCC2)nc2cc(NC(=O)COc3ccc([N+](=O)[O-])cc3)ccc21
2	-2	-2	1	-7	-4	4	-1	-1	0.2	CN(c1ccccc1)S(=O)(=O)c1ccccc1Br
-2	-3	-4	4	3	1	4	-9	2	-1.1	COc1ccc(/C=C/C(=O)c2ccccc2)cc1COc1ccc(F)cc1
-5	1	-2	0	4	-2	2	5	0	-0.9	Cc1cc(C(=O)N2CCCC(C)(C(=O)NS(=O)(=O)C3CC3)C2)nn1C(C)(C)C (stereo not drawn)
0	-2	-1	10	-9	-3	-13	-1	22*	-0.2	O=C(Cn1cc(COc2ccc(C(=O)c3ccccc3)cc2)nn1)c1ccc(O)cc1
4	13	0	1	-3	-2	5	-3	-4	0.3	COc1ccccc1N1CC(C(=O)Nc2nnc(SCC(=O)NC(C)C)s2)CC1=O (stereo not drawn)
0	-5	-5	-1	-6	-5	0	-9	3	0.9	c1c2c(cc3sc(N4CCCCC4)nc13)OCCO2
-4	0	7	-3	-1	5	1	8	0	0.9	CC(C)C(=O)N1CCC1(C)C(=O)Nc1ccc2cn[nH]c2c1 (stereo not drawn)
-1	-2	2	-6	-12	6	0	7	1	-0.3	O=S(=O)(Cc1ccccc1)c1nc2ccccc2n1Cc1ccccn1
-1	7	-1	-1	1	-6	4	1	0	-0.5	O=C(Nc1ccnc(-c2ccncc2)n1)c1cccs1
-2	5	1	-5	5	0	2	-2	-1	0.2	O=C1NC(=Nc2ccccc2)S/C1=C\c1cccs1
0	0	3	-5	7	3	0	-10	-6	-1.4	CC(=O)Nc1cc(-c2ccccc2)cn2c(-c3cccc(C(C)=O)c3)cnc12
0	-5	-4	-3	-2	2	0	-7	-1	-0.3	O=S(=O)(c1ccc(-c2ccon2)s1)N1CCN(CCN2CCOCC2)CC1
-2	12	-7	-6	-4	8	3	7	-2	0.0	C=C(C)CN(CC)C(=O)CC1C(=O)NCCN1C (stereo not drawn)
-2	5	-2	1	17	4	1	9	-3	0.5	C#CCNc1c2c(nc3ncnn13)CC(C)CC2 (stereo not drawn)
5	1	-5	2	-6	5	0	3	2	0.0	COc1ccc(CCNC(=O)COC(=O)c2ccc(OC)cc2OC)cc1
-7	5	-1	0	-10	1	-4	-1	0	0.4	CCOC(=O)C1=C(CC)Nc2ccccc2N=C1NC(=O)c1ccc(C)c(S(=O)(=O)N2CCOCC2)c1
-1	5	-2	1	1	2	9	7	1	0.2	CCCCCCCN1CCC(=O)N([C@H](CO)Cc2ccccc2)CC1
-2	-2	-2	-1	6	-5	-1	0	-2	-0.4	CNC(=O)c1ccccc1NC(=O)c1ccco1
3	-2	-4	1	8	-4	-3	14	-2	0.6	O=C(NNC(=O)C1CC2CCC1C2)c1ccccc1 (stereo not drawn)
0	-1	-6	5	-7	10	3	2	4	0.3	COc1ccc(C(=O)OCC(=O)NC23CC4CC(CC(C4)C2)C3)c(OC)c1OC
-2	-2	1	-3	12	0	-6	16	2	-1.0	CCN(CCn1cccn1)C(=O)c1ccc2nc(Cc3ccc(OC)cc3)oc2c1
7	-3	-2	7	-10	-10	4	-2	5	-0.9	O=C(Cn1ncc2c3ccccc3n(Cc3ccccc3)c2c1=O)NCc1ccco1
-1	5	-1	-2	0	5	0	-2	-2	0.3	N#C/C(=C\c1c[nH]c2ccccc12)C(=O)NC1CCCC1
5	1	1	0	7	-4	-7	3	-2	3.8	N#CC1(NC(=O)CN2c3cccc4cccc(c34)S2(=O)=O)CCCCC1
-2	9	-2	0	0	3	-5	-2	-1	0.6	Cc1cccc(-c2cc(C(=O)NCc3ccccn3)c3ccccc3n2)c1
1	6	-2	5	4	-2	6	2	1	0.9	CCOC(=O)C1=C(CS(=O)(=O)c2ccccc2)NC(=O)NC1c1ccccc1OCC (stereo not drawn)
0	3	3	-2	-4	2	-1	5	1	-0.4	NS(=O)(=O)c1cccc(C(=O)OCC(=O)NC2CCCc3ccccc32)c1 (stereo not drawn)
-3	4	-3	-2	8	-1	1	5	-2	0.7	Cc1ccc(CN2CCN(/N=C/C(Br)=C\c3ccccc3)CC2)cc1
3	2	1	-12	5	1	1	8	-18	-0.4	O=C1c2ccccc2C(=O)c2c1cccc2N1CCN(CCO)CC1
-1	2	2	-3	0	1	0	-2	1	0.7	O=S(=O)(C(=CNc1ccccc1)S(=O)(=O)c1ccccc1)c1ccccc1
0	-4	3	8	-6	-10	-8	-7	6	0.1	Cc1cccc(-c2nc(CN3CCCC(C(=O)NC4CCCCCC4)C3)c(C)o2)c1 (stereo not drawn)
1	5	-4	-2	0	12	5	-5	-7	0.6	COc1ccc(/C=C(/NC(=O)c2ccccc2)C(=O)N/N=C/c2ccncc2)c(OC)c1
0	7	1	-2	3	-2	-4	7	0	0.2	Cc1cccc(OCC(=O)Nc2ccc(N3CCN(C(=O)c4ccco4)CC3)cc2)c1C
4	1	-1	-9	-5	4	5	8	-2	0.0	Cc1ccc(S(=O)(=O)Nc2cc3c4c(c2)CC(=O)N4CCC3)cc1
-5	-5	0	1	18	1	4	-2	-3	-0.3	Brc1ccccc1OCCCN1CCOCC1
1	3	-2	1	5	2	-4	2	0	0.4	Cc1ccc(C(=O)COC(=O)CNC(=O)Cc2ccccc2)cc1[N+](=O)[O-]
2	-3	-2	-1	4	4	-2	2	0	2.6	OCCCN=C1CCCc2c1[nH]c1ccc(Cl)cc21
1	1	4	2	-2	-11	-8	-2	0	0.0	NS(=O)(=O)c1ccc(CCNC(=O)c2ccc3nc4ccc(Cl)cc4c(=O)n3c2)cc1
5	0	0	0	-4	6	0	-1	-4	6.2	CC1=CC2=NC(=O)/C(=C/c3coc4ccccc4c3=O)C(=N)N2O1

Source: PubChem (The Scripps Research Institute Molecular Screening Center)
